# PI4K2A block: qHTS for small molecular inhibitors of PI4K2A; purified PI4K2A, ADP-Glo luminescence, 1 h; hits give low values; activity change, negative = inhibition, % at 76.9 µM; actives 0.13% (n = 420,000); Phosphatidylinositol 4-kinase type 2-alpha (Homo sapiens), Q9BTU6; in the data active = activity change below about -50%; inconclusive = mostly about -30% to -49%;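 note: -100% = wells without enzyme as full effect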
#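 ADP-Glo luminescence measured ADP generated by PI4K2A enzyme (4 ug/mL before mixing) with 1.2 mM PI substrate (pre-mix) and 300 microM ATP (pre-mix). Tris pH7.5 buffer with MgCl2, Triton X-100; 1 h reaction at ambient temperature.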
# Tb PGK inh: qHTS Assay to Find Inhibitors of Phosphoglycerate Kinase; Phosphoglycerate kinase, glycosomal (Trypanosoma brucei brucei), P07378; actives 0.043% (n = 380,000); AID 602233, 2012; Potency, µM (series often up to 57.5 µM), for the others: top-dose activity change, negative = inhibition, most hits filed as inhibitors; PGK/GAPDH coupled, Kinase-Glo luminescence, 60 min; note: potency is the fitted concentration of half-maximal effect; % is set by controls: 0 for no effect and ±100 for the full control effect; nearly all actives have a fitted effect of over 60% in size
#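 Recombinant glycosomal PGK reaction used 1,3-bisphosphoglycerate generated in-well by GAPDH (100nM final) in 100mM TEA pH 7.6, 5mM MgCl2, 0.01% Tween-20. After 60 minutes at room temperature, ATP was read by Kinase-Glo Plus luminescence end-point.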
# HP1b binding inh: HTS for Inhibitors of HP1-beta Chromodomain Interactions with Methylated Histone Tails | actives 0.56% (n = 390,000) | AlphaScreen HP1-beta / biotin-H3K9me3 peptide binding | Potency, µM (series often up to 114 µM), for inactives: at the highest dose activity change, negative = inhibition, hits mostly inhibitors | AID 540317, 2011; note: potency is the fitted concentration of half-maximal effect; nearly all actives have a fitted effect of over 70% in size; inactives centre near 23
#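 HP1-beta protein (50 nM final) preincubated 30 min at room temperature with biotinylated H3(1-18)K9me3 peptide (50 nM) in PBS pH 7.4, 0.01% Tween-20, then compound added for 30 min. AlphaScreen streptavidin donor/nickel chelate acceptor beads (10 ug/mL final), 30 min dark, luminescence read.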
# JMJD2A Tudor inh: qHTS Assay for Inhibitors of JMJD2A-Tudor Domain; actives 4.4% (n = 390,000); Lysine-specific demethylase 4A (Homo sapiens), O75164; AlphaScreen JMJD2A-Tudor / H3K4me3 peptide binding; AID 504339, 2011; Potency, µM (highest dose often 114 µM), inactives show top-dose activity change, negative = inhibition, most hits filed as inhibitors; note: potency is the fitted concentration of half-maximal effect; % is set by controls: 0 for no effect and ±100 for the full control effect; nearly all actives have a fitted effect of over 50% in size
# BAZ2B block: qHTS Assay for Inhibitors of BAZ2B; Bromodomain adjacent to zinc finger domain protein 2B (Homo sapiens), Q9UIF8; AlphaScreen BAZ2B-H3K14Ac peptide displacement; Potency, µM (highest dose often 114 µM), without a hit: top-dose activity change, negative = inhibition, most hits filed as inhibitors; actives 4.4% (n = 360,000); note: potency is the fitted concentration of half-maximal effect; % is set by controls: 0 for no effect and ±100 for the full control effect; nearly all actives have a fitted effect of over 60% in size
#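 AlphaScreen luminescence quantifies BAZ2B engagement of H3K14Ac peptide; the protein and biotinylated peptide are both at 50 nM final, buffer PBS pH 7.4 with 0.01% Tween-20, all steps at room temperature.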
# Pin1 inh: qHTS Assay to Find Inhibitors of Pin1 | Pin1 FP peptide displacement, HiFluor488, 10 min | Potency, µM (series often up to 115 µM), inactives show top-dose activity, negative = inhibition, most hits filed as inhibitors | actives 0.009% (n = 390,000); active = well fitted inhibition curve with a large enough effect in the polarisation, with a control signal flat, not every such curve was filed as active; inconclusive = small, poorly fitted or top-dose-only effect, or effect the other way, or a change in a side signal; inactive = no such curve, though single readings can be large or run the other way; the % refers to the polarisation; note: potency is the fitted concentration of half-maximal effect; % is set by controls: 0 for no effect and ±100 for the full control effect
# G9a inh: qHTS Assay for Inhibitors of Histone Lysine Methyltransferase G9a. Histone-lysine N-methyltransferase EHMT2 (Homo sapiens), Q96KQ7. G9a H3K9 monomethylation, AlphaScreen, 2 h. Potency, µM (series often up to 102 µM), without a hit: top-dose activity, negative = inhibition, hits mostly inhibitors. actives 8.8% (n = 350,000). AID 504332, 2011; note: potency is the fitted concentration of half-maximal effect; % is set by controls: 0 for no effect and ±100 for the full control effect; nearly all actives have a fitted effect of over 75% in size
# Target sequence (Q96KQ7 913-1193 limits assumed): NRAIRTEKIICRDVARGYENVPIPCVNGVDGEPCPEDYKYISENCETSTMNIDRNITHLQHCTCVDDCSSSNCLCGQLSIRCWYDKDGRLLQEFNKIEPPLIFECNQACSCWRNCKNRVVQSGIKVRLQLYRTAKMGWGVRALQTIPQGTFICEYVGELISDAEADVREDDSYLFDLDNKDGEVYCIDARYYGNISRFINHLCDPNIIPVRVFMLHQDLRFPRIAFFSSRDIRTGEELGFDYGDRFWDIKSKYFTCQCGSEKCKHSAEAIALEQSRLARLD
#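 Using a bead-based AlphaScreen, monomethylated H3K9 product from 2 h room-temperature reactions (G9a 20 nM, peptide 500 nM, SAM 20 uM) was detected with 0.5 ug/mL rabbit anti-H3K9me1 antibody.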
# Pol eta inh: qHTS for Inhibitors of Polymerase Eta; Potency, µM (doses to about 114 µM), for inactives: at the highest dose activity change, negative = inhibition, most hits filed as inhibitors; recombinant Pol eta, fluorescent DNA replication assay; DNA polymerase eta (Homo sapiens), Q9Y253; actives 1.2% (n = 390,000); AID 588591, 2011; note: potency is the fitted concentration of half-maximal effect; % is set by controls: 0 for no effect and ±100 for the full control effect
#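 Fluorescent replication assay: 50 nM final substrate added after a 15 min room-temperature compound preincubation with 10 nM enzyme. Signal taken at 0 min and again at 10 min.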
# GLS inh: qHTS for Inhibitors of Glutaminase (GLS); Glutaminase kidney isoform, mitochondrial (Homo sapiens), O94925; GLS enzymatic activity, qHTS titration; Potency, µM (highest dose often 45.5 µM), without a hit: at the top dose activity change, negative = inhibition, actives largely listed as inhibitors; actives 0.21% (n = 410,000); AID 624170, 2012; note: potency is the fitted concentration of half-maximal effect; % is set by controls: 0 for no effect and ±100 for the full control effect
# Target sequence (O94925 whole entry, looked up, canonical isoform): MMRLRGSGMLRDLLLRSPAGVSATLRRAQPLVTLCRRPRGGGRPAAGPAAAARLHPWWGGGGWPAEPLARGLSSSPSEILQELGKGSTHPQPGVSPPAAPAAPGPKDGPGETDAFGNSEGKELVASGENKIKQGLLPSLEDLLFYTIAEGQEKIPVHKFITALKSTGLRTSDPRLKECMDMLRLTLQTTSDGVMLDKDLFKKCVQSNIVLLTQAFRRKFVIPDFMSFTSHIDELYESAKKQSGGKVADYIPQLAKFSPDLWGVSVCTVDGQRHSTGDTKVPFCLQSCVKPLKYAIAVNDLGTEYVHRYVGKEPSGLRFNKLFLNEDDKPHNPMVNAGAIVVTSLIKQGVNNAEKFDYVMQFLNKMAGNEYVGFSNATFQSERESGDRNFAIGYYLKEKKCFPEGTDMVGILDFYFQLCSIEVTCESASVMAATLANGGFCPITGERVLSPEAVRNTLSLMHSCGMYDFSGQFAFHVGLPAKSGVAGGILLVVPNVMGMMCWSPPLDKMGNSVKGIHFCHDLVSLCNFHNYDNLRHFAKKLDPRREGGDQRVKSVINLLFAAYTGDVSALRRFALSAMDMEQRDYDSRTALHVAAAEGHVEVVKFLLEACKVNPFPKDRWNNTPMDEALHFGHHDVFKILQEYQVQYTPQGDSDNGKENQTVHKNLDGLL
#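 hKGA; 45 mM KH2PO4 pH 8.2 + 0.02% Tween-20; cpd via pin tool; 1 mM Gln soln; GluOx/HRP/Amplex Red; RT 30 min; fluor. t0 & final.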
# Active calls of the source: *; i = inactive; ? = inconclusive; . = not tested or not shown; & = joins results of further samples; [ ] = another dose, or the depositor's remark. Unless noted, calls come from the whole dose curve; as a rule, active = well fitted curve in the direction sought with a large enough effect; inconclusive = small, poorly fitted or top-dose-only effect, or another doubt; inactive = no such curve, though single readings can be large; an effect the other way counts as inactive or inconclusive. An excerpt (hit frequency here may not be typical).
SMILES,PI4K2A block,Tb PGK inh,HP1b binding inh,JMJD2A Tudor inh,BAZ2B block,Pin1 inh,G9a inh,Pol eta inh,GLS inh
Cc1ccc2ncc3c(-c4ccccc4)nn(CC(=O)NC4CCCCC4)c3c2c1,-10,5%,11%,-9%,-8%,1%,11%[59 µM],-6%,-12%
COc1ccc(NC(=O)CCN2CCN(S(=O)(=O)c3ccc(C(C)C)cc3)CC2)cc1,2,2%,12%,-14%,-5%,2%,24%[12.7 µM],-8%,?
Nc1nnnn1CC(=O)N/N=C/c1cccs1,-3,-6%,37%,-22%,-10%,0%,-6%,-6%,1%
COC(=O)[C@]1(Cc2ccccc2)N[C@H](CN(C)C(=O)Nc2ccc(OC)cc2)[C@@H]2C(=O)N(Cc3ccccc3)C(=O)[C@@H]21,-3,-9%,20%,-35%,.,5%,.,-13%,17%
COc1ccc(C(=O)NC(=S)NCc2cccnc2)cc1Cl,3,2%,9%,-15%,-12%,-7%,-9%,-21%,-1%
COc1ccccc1Nc1nc(-c2sc(NC(=O)c3ccccc3)nc2C)cs1,?,i,-2%,?,-38%,24%,?,-2%,11%
CN(Cc1cnn(C)c1)C(=O)c1cc2ccccc2oc1=O,0,-3%,44%,-5%,-3%,-8%,23%[12.7 µM],-3%,-15%
COc1ccc(-c2nc3ccccc3c(=O)o2)cc1OC,-3,0%,5%,-22%,?,-3%,?,?,-6%
CCCCn1c(N)c(-c2nc3ccccc3s2)c2c([N+](=O)[O-])nn(C)c(=O)c21,8,i,21%,?,?,-2%,19%[12.7 µM],-7%,-6%
Cc1cccc(C(=O)OCC(=O)N2CCC(c3ccccc3)=N2)c1O,5,0%,2%,-11%,10%,-1%,-15%[2.33 µM],1%,3%
Cc1cc(C)c(C#N)c(Sc2ccc(N)cc2)n1,-2,-4%,19%,-8%,-5%,-19%,-12%,6%,11%
O=S(=O)(c1ccc2c(c1)OCCO2)N1C[C@@H]2C[C@H]1CN2S(=O)(=O)c1c(F)cccc1F,-1,-9%,85%[activator],-3%&30%,.,3%&7%,.,-26%,-16%

# Given as tab-separated lines: part of the list above.
structure	PI4K2A block	Tb PGK inh	HP1b binding inh	JMJD2A Tudor inh	BAZ2B block	Pin1 inh	G9a inh	Pol eta inh	GLS inh
COc1ccc(C(=O)NC(=S)NCc2cccnc2)cc1Cl	3	2%	9%	-15%	-12%	-7%	-9%	-21%	-1%
CCCCn1c(N)c(-c2nc3ccccc3s2)c2c([N+](=O)[O-])nn(C)c(=O)c21	8	i	21%	?	?	-2%	19%[12.7 µM]	-7%	-6%
COc1ccc(NC(=O)CCN2CCN(S(=O)(=O)c3ccc(C(C)C)cc3)CC2)cc1	2	2%	12%	-14%	-5%	2%	24%[12.7 µM]	-8%	?

# Further compounds
SMILES,PI4K2A block,Tb PGK inh,HP1b binding inh,JMJD2A Tudor inh,BAZ2B block,Pin1 inh,G9a inh,Pol eta inh,GLS inh
Cc1cc(N2CCOCC2)nc2ccc(NC(=O)CCC(=O)N3CCCC(C)C3)cc12 (stereo not drawn),1,-5%,12%,-9%,17%,-2%,4%[2.33 µM],-1%,-1%
CCn1c(SC)nnc1-c1sc2cc(Cl)ccc2c1Cl,-1,1%,17%,-6%,-2%,2%,-16%[59 µM],-5%,-8%
COc1ccccc1NC(=O)C1CCN(S(=O)(=O)c2cn(C)cn2)CC1,4,-10%,-20%,-17%,-17%,10%,-40%[59 µM],4%,-14%
COc1ccc(OC(=O)c2nc(SCc3ccccc3C)ncc2Cl)cc1,4,.,65%[activator],3%,25%,0%,44%[59 µM],.,2%
CC1CCCN(C(=O)NC(=O)c2ccc(Cl)cc2)C1 (stereo not drawn),1,-14%,22%,-7%,-17%,-9%,19%,-18%,11%
CCCC(=O)Nc1ccc(C(=O)Nc2cccc(OC)c2)cc1,-5,0%,25%,2%,-7%,-1%,-36%[59 µM],-2%,-1%
COc1ccc(C2=C(C)C(N3CCC(C(=O)Nc4ccc(F)cc4C)CC3)=NS2(=O)=O)cc1,4,.,23%,8%,-1%,9%,7%[59 µM],.,-7%
COC(=O)C1=C(C)N(Cc2ccccc2)C(=NCc2ccccc2)N[C@H]1c1ccccc1,0,-2%,18%,?,?,-12%,-6%[12.7 µM],-16%,13%
COc1ccc(C2=NN(C(=O)CSc3ncccn3)C(c3cccc(OC)c3OC)C2)cc1 (stereo not drawn),1,-4%,33%,-4%,-12%,7%,6%,-17%,-3%
COc1ccc(Nc2nc(N3CCN(S(C)(=O)=O)CC3)nc3ccccc23)c(OC)c1,0,-7%,51%[activator],-7%,-27%,-5%,-5%,-9%,1%
Fc1ccccc1Nc1nc(-c2ccncc2)nc2ccccc12,-5,8%,17%,-10%,?,0%,0%[59 µM],-3%,-3%
COCCCNC(=O)C1CCN(S(=O)(=O)c2ccc3nc4c(c(C(=O)O)c3c2)CCCCC4)CC1,7,-7%,33%[activator],11%,-18%,2%,-14%,-16%,-3%
O=C(Nc1ccccc1)c1ccc(Br)c(S(=O)(=O)N2CCCCC2)c1,-1,-1%,46%[activator],-23%,-13%,9%,-19%[59 µM],-10%,-7%
CC1CC(C)CN(C(=O)CSc2ccsc2[N+](=O)[O-])C1 (stereo not drawn),-3,1%,5%,-26%,.,1%,-39%,-7%,0%
CC(C)C(=O)Nc1nnc(S(=O)(=O)N2CCCc3ccccc32)s1,-3,8%,47%[activator],-1%,-8%,18%,.,-12%,-1%
CC1CN(S(=O)(=O)c2ccc(C(=O)OCc3ccc(C#N)cc3)cc2)CC(C)O1 (stereo not drawn),2,-11%,47%[activator],-2%,-2%,-3%,-6%[59 µM],-15%,-1%
CCCc1nc2n[nH]c(N)c2c2c1CCCC2,-3,-6%,52%[activator],-9%,8%,5%,0%,-10%,42%[activator]
CCCCOC(=O)Nc1ccc(C)c(Cl)c1,4,1%,113%[activator],91%[activator],50%[activator],3%,58%[activator][12.7 µM],-15%,1%
N#Cc1cccc(NC(=O)C2CCN(c3cnccn3)CC2)c1,1,i,35%,-15%,5%,1%,-5%[59 µM],-13%,1%
CC1=C(C)CC(C(=O)Nc2cccc([N+](=O)[O-])c2)C(C(=O)O)C1 (stereo not drawn),4,-1%,15%,-15%,0%,-9%,-17%[59 µM],-12%,7%
Cc1cc2nnc(SC3CCCCN(C(=O)c4ccc(F)cc4)C3=O)n2c2ccccc12 (stereo not drawn),1,i,31%,?,0%,0%,40µM*,-18%,-8%
CC1CCc2sc3nc(NCc4ccco4)n4ncnc4c3c2C1 (stereo not drawn),4,4%,-6%,-32%,-30%,9%,?,-19%,17%
N#C/C(=C\c1ccc(Cl)cc1)c1nc(-c2cc3ccccc3oc2=O)cs1,-12,-1%,48%[activator],-2%,3%,1%,2%[59 µM],-20%,-5%
CC1(C)CC(=O)C2=C(C1)OC(N)=C(C#N)C2CCc1ccccc1 (stereo not drawn),-3,2%,30%,-34%,-1%,5%,?,-12%,9%
CCCN1CNC(=S)N(c2ccc(C(=O)OCC)cc2)C1,3,11%,25%,-5%,10%,-2%,-12%[59 µM],-3%,6%
COc1ccc(NS(=O)(=O)c2cccc(C(=O)NCCCN3CCCC3=O)c2)cc1,0,5%,-1%,-11%,16%,-3%,-30%,-7%,11%
Cc1nc2sccn2c(=O)c1CCN1CCC(=C(c2ccc(F)cc2)c2ccc(F)cc2)CC1,2&3&1,i,-1%,?,?,2%,1%[59 µM],-16%,0%&-7%
C[C@H]1CN([C@@H](C)CO)C(=O)CCCn2nncc2CO[C@@H]1CN(C)S(=O)(=O)c1ccccc1,-1,7%,.,.,.,.,.,-18%,1%
O=C(Cn1c(COc2ccc(Cl)cc2)nc2ccccc21)NCC(F)(F)F,1,i,38%,8%,-5%,-6%,3%[59 µM],-12%,-2%
O=c1cc(CSc2nc3ccccc3c(=O)[nH]2)c2ccc(O)cc2o1,-2,i,-3%,-23%,-36%,?,4%,40µM*,0%
CCC(=O)Nc1cccc(C2=NOC3(C2)C[C@@H](C(N)=O)N(C(=O)c2cc([N+](=O)[O-])cc([N+](=O)[O-])c2C)C3)c1 (stereo partly drawn),-3,3%,1%,?,?,-4%,-36%[59 µM],-12%,-2%
Cc1cccc(NC(=O)c2cccc(Cn3cc(Br)c([N+](=O)[O-])n3)c2)c1C,-2,i,32%,3%,2%,2%,10%[2.33 µM],-14%,-2%
COc1ccc(C(=O)OC(C)CN2CCOCC2)cc1OC (stereo not drawn),14,-11%,2%,-23%,-7%,-1%,-16%,-4%,2%
CCCC12CN3CCN(CC(C3)/C1=N\NC(=O)c1ccc(F)cc1)C2,-2,2%,46%[activator],4%[11.4 µM],-2%,1%,1%,-17%,0%
CSc1nc2ccccc2nc1N(C)S(=O)(=O)c1ccc(C)cc1,-1,0%,62%[activator],19%,20%,13%,19%,-14%,-11%
Cc1cc(-c2ccc(Cl)cc2)oc(=O)c1NC(=O)c1ccccc1,-2,-3%,22%,4%[11.4 µM],2%,-8%,?,-15%,1%
COc1cc(S(=O)(=O)N(C)C)ccc1Br,-6,0%,33%,-2%,7%,4%,35%[12.7 µM],-20%,-1%
